Lipid storage S3: qHTS Assay for Lipid Storage Modulators in Drosophila S3 Cells; Potency in µM for hits, for the others lipid storage change, negative = inhibition, % at the top dose, mostly 46.1 µM; actives 0.64% (n = 320,000); Drosophila S3 cells, BODIPY lipid droplet fluorescence, 18-24 h; cells fed with added oleic acid; active = well fitted inhibition curve with a large enough effect in the signal ratio, with a control signal flat, not every such curve was filed as active; inconclusive = small, poorly fitted or top-dose-only effect, or effect the other way, or a change in a side signal; the % refers to the signal ratio
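Laser-scanning cytometry quantifies lipid droplet accumulation (500–530 nm total intensity; droplet/cell object ratio) in oleic acid-fed (400 uM added) Drosophila S3 cells treated with a concentration series. 20 uM Triacsin C defined 100% inhibition.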
Lipid storage S3 cell count max: further read-out of Lipid storage S3, marked with its call; cell number change, %; measured here: cell count max response;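 cells counted by Cell Tracker Red CMTPX staining in the red channel; peak over a dose series mostly up to 46.1 µM; percent activity relative to internal control wells on each plate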
An asterisk follows results filed as active; i = inactive; ? = inconclusive; nt = not tested or not shown; [ ] = another dose, or the depositor's remark. % is set by controls: 0 for no effect and ±100 for the full control effect; potency is the fitted concentration of half-maximal effect. Some of the compounds tested. The share of hits here may be higher or lower than overall.

Each structure is followed by: Lipid storage S3 | Lipid storage S3 cell count max
> Cc1nc2ccccc2c2c1CC(C)S2 (stereo unspecified)
→ ? | nt
> Cc1oc(-c2cccs2)nc1CSCC(=O)NC1CC1
→ -20% | -17
> CSc1ccccc1C(=O)NCC(c1ccco1)N1CCCCC1 (stereo unspecified)
→ 10% | nt
> O=S(=O)([N-]c1nc2ccccc2nc1-[n+]1ccc(Cc2ccccc2)cc1)c1ccc(Br)s1
→ ? | nt
> CCCN(CC(=O)Nc1ccccc1C)C(=O)CCCc1c[nH]c2ccccc12
→ ? | nt
> O=C(O)CCC(=O)NCc1ccc(F)cc1
→ 17% | 4
> O=S(=O)(NCCO)c1ccc2c(c1)Cc1cc(S(=O)(=O)NCCO)ccc1-2
→ -8% | -5
> COc1ccc(OC)c(NC(=O)CCC(=O)Nc2nnc(C(C)C)s2)c1
→ ? | nt
> COc1cc(C(=O)Nc2cc3c(cc2N2CCCCC2)n(C)c(=O)n3C)cc(OC)c1OC
→ ? | nt
> Cc1ccc(Nc2ncnc3c2cnn3C)cc1
→ ? | nt
> COc1cccc2sc(N(C)c3ccccc3)nc12
→ ? | nt
> COc1ccc(O)c(C(=O)c2cnc3c(c2)c(C)nn3CCO)c1
→ ? | nt
> Clc1cccc(Oc2cnns2)c1Cl
→ ? | nt
> CCN(CC)CCCN(Cc1cc2cc3c(cc2[nH]c1=O)OCO3)C(=S)Nc1ccc(OC)cc1
→ ? | nt
> CC(=O)Nc1ccc(NS(=O)(=O)c2ccc(Cl)c(C(=O)O)c2)cc1
→ ? | nt
> Cc1ccccc1Cc1c(C)nc2c(C(=O)NCc3ccco3)cnn2c1C
→ ? | nt
> CCOc1cccc(C(=O)N2CCCN(C)CC2)c1
→ ? | nt
> O=S(=O)(c1ccc(F)cc1)N1CCN(CCc2ccccc2)CC1
→ 4% | -4
> Cc1cc2c3c(c1)C1(SCC(=O)N1c1ccc(F)cc1)C(=O)N3C(C)(C)CC2C (stereo unspecified)
→ i | 13
> COC(=O)C1=CN(CC2CCCO2)C=C(C(=O)OC)C1c1ccsc1 (stereo unspecified)
→ 16% | 22
> Cc1ccc2nc(NC(=O)c3cc(-c4ccco4)nc4ccccc34)sc2c1
→ ? | nt
> O=C(Cc1ccc(Cl)cc1Cl)NCC1(N2CCOCC2)CCCCC1
→ ? | nt
> CCOc1ccc(CNC(=O)CCS(=O)(=O)Cc2ccccc2C)cc1OC
→ ? | nt
> COc1ccc(Cn2c(-c3ccc(Cl)cc3)c[n+]3ccccc23)cc1
→ ? | nt
> COC(=O)c1ccc(NC(=O)c2ccc(C)cc2)o1
→ ? | nt
> Cc1ccccc1N(CC(=O)N/N=C/c1ccc(F)cc1)C(=O)c1ccccc1
→ ? | nt
> O=C(CNC(=O)c1cccc(Cl)c1)N/N=C/c1cccnc1
→ ? | nt
> CCN(CC(=O)NC1CCS(=O)(=O)C1)S(=O)(=O)c1ccc(C)cc1C (stereo unspecified)
→ ? | nt
> CCC(CC)C(=O)Nc1cc(C(=O)NCCc2ccccc2)ccc1Cl
→ -1% | -4
> Cc1ccc2nc(-c3ccccc3)cn2c1
→ 4% | 14
> O=C(Nc1cccnc1)Nc1ccccc1Cl
→ i | 23
> CCC(=O)N/N=C(\C)CC(=O)Nc1ccccc1-c1ccccc1
→ -6% | 11
> CCOc1ccccc1NC(=O)CSC1=NN2CCCC(=O)N=C2S1
→ i | -29
> O=[N+]([O-])c1cc([N+](=O)[O-])c2nonc2c1Nc1ccc(O)cc1
→ ? | nt
> COc1ccc(S(=O)(=O)NCC(c2ccc(C)cc2)N2CCN(C)CC2)cc1 (stereo unspecified)
→ 12%[0.0737 µM] | -20
> COc1cc(OC)c(OC)cc1/C=C1\Oc2cc(OCC(=O)N3Cc4ccccc4C[C@H]3C(=O)O)ccc2C1=O
→ -17% | 30
> CN(c1ccc(Cl)cc1)S(=O)(=O)c1nnc(NC(=O)C(C)(C)C)s1
→ ? | nt
> COc1ccc(-n2nc(C(=O)NCC(=O)N3CCN(c4ccc(F)cc4)CC3)c3ccccc3c2=O)c(OC)c1
→ i | -11
> COc1cc(OC)cc(N(C(=O)C2COc3ccccc3O2)C(C(=O)NC2CCCCC2)c2ccc(O)cc2)c1 (stereo unspecified)
→ -2% | -2
> CCCCN(CC)C(=O)c1n[nH]c(=O)c2ccccc12
→ 29µM* | -6.6*
> Cc1c(Cc2ccc3c(c2)OCO3)sc(NC(=O)C(C)(C)C)c1C#N
→ ? | nt
> CCOC(=O)c1sc(=S)n(-c2ccccc2)c1N(C(C)=O)C(C)=O
→ 5% | -7
> Cc1ccc(OCC(=O)Nn2c(C)nc3ccccc3c2=O)c(C(C)C)c1
→ 5% | -16
> O=C(Nc1ccc(Cl)cc1)Nc1nnc(SCc2ccc(Cl)cc2)s1
→ -1% | -6
> Cn1ccnc1C(=O)c1ccccc1Cl
→ -9% | 20
> CCN1CCN(c2nc3c(c(=O)[nH]c(=O)n3C)n2CCCc2ccccc2)CC1
→ -2% | -8
> COc1cc(C2CC(=O)c3c([nH]c(C(=O)OCCOC(C)C)c3C)C2)cc(OC)c1OC (stereo unspecified)
→ ? | nt
> O=C(C1CCCCC1)N1CCN=C1SCc1cccc([N+](=O)[O-])c1
→ ? | nt
> Cc1cc(NC(=O)c2cc(-c3ccc(C)s3)nc3ccccc23)no1
→ 5% | nt
> O=C1Nc2ccccc2C1(O)Cc1ccncc1 (stereo unspecified)
→ 13µM* | 1.3*
> O=C1C2CCCN2C(c2ccc(F)cc2)N1c1nccs1 (stereo unspecified)
→ ? | nt
> CCOC(=O)c1sc(N(Cc2ccccc2)C(=O)CSc2ncn[nH]2)nc1C
→ ? | nt
> CC(=O)Nc1sc2c(c1C(c1ccccn1)N1CCCC1)CCCC2 (stereo unspecified)
→ ? | nt
> CN1CCN(C(=O)Nc2cccc3ccccc23)CC1
→ 10% | 3
> CC(/C=N/NC(=O)c1nn(C)c(C)c1Br)=C\c1ccccc1
→ ? | nt
> Cc1nn(CCCC(=O)NCc2ccccc2)c(C)c1[N+](=O)[O-]
→ 3% | 6
> C/C(=N/OC(=O)c1ccccc1Br)c1ccc(C)cc1
→ i | nt
> Cc1nn(-c2ccccc2)c(Cl)c1C(=O)OCC(=O)NCCc1ccccc1
→ ? | nt
> Cc1ccccc1NC(=O)c1ccc(F)c(S(=O)(=O)NCC2CCCO2)c1 (stereo unspecified)
→ -7% | -7
> O=C(Nc1nc(-c2ccccn2)cs1)c1ccc(Cl)s1
→ ? | nt

(more compounds)
Each structure is followed by: Lipid storage S3 | Lipid storage S3 cell count max
> COc1ccc(C)cc1S(=O)(=O)N1CCC(C(=O)NC2CCCC2)CC1
→ 0% | -16
> Cc1nc(-c2ccccc2)nc2[nH]c(=O)n(-c3ccccc3)c(=O)c12
→ i | -21
> O=C(NCn1ccc(=O)[nH]c1=S)c1ccccc1
→ ? | nt
> Cc1cc(NC(=O)CCCN2C(=O)/C(=C/c3cccs3)SC2=S)no1
→ ? | nt
> COc1ccc(C(CC(=O)N2CCCC2)c2c(OC)cc(OC)c3c(-c4ccccc4)cc(=O)oc23)cc1 (stereo unspecified)
→ 8% | 11
> O=C1C(C=Nc2ccccc2O)=C(O)c2ccccc21
→ ? | nt
> O=C(NC1CCCC1)C1CC(c2ccc(F)cc2)=NO1 (stereo unspecified)
→ 28% | nt
> CCN(CCO)C(=S)Nc1cc(S(=O)(=O)N(C)C)ccc1C
→ ? | nt
> O=C(c1c(F)cccc1F)N1CCN(CCOc2ccccc2)CC1
→ -17% | -14
> CC1CC(C)CN(CCCNC(=O)C2CCC(=O)N2C2CCCC2)C1 (stereo unspecified)
→ -3% | 4
> CC(C)CC1CC(=O)OC1(C)C(=O)CSc1nc2ccccc2s1 (stereo unspecified)
→ 6% | -5
> Cc1c(NC(=O)C(C)OC(=O)CNC(=O)c2ccc(C(C)(C)C)cc2)c(=O)n(-c2ccccc2)n1C (stereo unspecified)
→ i | nt
> Cn1cccc1/C=C1\Cc2ccccc2C1=O
→ 0% | -6
> Cc1nc2c(sc(=S)n2Cc2ccco2)c(=O)n1CC(=O)Nc1ccccc1Cl
→ i | 9
> COCCNC(=O)CN1CCC(n2c(C)nc3cc(C(F)(F)F)ccc32)CC1
→ i | -8
> OC(CCc1cccc(Cl)c1)c1cccs1 (stereo unspecified)
→ 3% | -7
> N=c1sccn1CC(=O)Nc1ccc(SC(F)F)cc1
→ ? | nt
> C=CCN(c1ccccc1C(=O)NCC(=O)O)S(=O)(=O)c1ccc(C)cc1
→ ? | nt
> COc1ccc(/C=N/N2C(=O)C3C4C=CC(CC4)C3C2=O)c(OC)c1 (stereo unspecified)
→ -23% | -7
> Cc1ccc(S(=O)(=O)N2CCOCC2)cc1NC(=O)COC(=O)CSc1ccc(Br)cc1C
→ i | 14
> CCCCC(=O)Nc1ccc(C(=O)Nc2nnc(COC)s2)cc1
→ ? | nt
> O=C(CSc1nc2ccc(Nc3nc(N4CCOCC4)nc(N4CCOCC4)n3)cc2s1)N1CCOCC1
→ ? | nt
> Cc1cccc2c(=O)c(-c3ccc4c(c3)OCO4)c(NC(=O)c3ccco3)oc12
→ ? | nt
> CC(C)[C@H](NC(=O)c1ccccc1)C(=O)OCC(=O)/C=C1/N(C)c2ccccc2C1(C)C
→ 10% | 15
> COCc1cc(C)nc(N/N=C/c2ccc(-c3cc(C(=O)O)ccc3Cl)o2)c1C#N
→ ? | nt
> CCOc1ccc(N2CC(C(=O)NC3CCCCCC3)CC2=O)cc1 (stereo unspecified)
→ ? | nt
> CCn1cc(C(=O)O)c(=O)c2cc(S(=O)(=O)N3CCCCCC3)ccc21
→ i | nt
> Cc1ccccc1OCCCCCn1ccnc1
→ ? | nt
> Cc1sc2ncn(/N=C/c3ccco3)c(=O)c2c1C
→ 4% | 5
> Cc1ccc(NC(=O)C2C3/C=C\CCCCC32)cc1 (stereo unspecified)
→ -9% | 6
> COc1cc2[nH]c(=S)n(Cc3ccc(C)o3)c(=O)c2cc1OC
→ -24% | 4
> COc1ccc(NC(=O)N2CCCC2C(=O)NCc2ccc(F)cc2)cc1 (stereo unspecified)
→ 12% | 0
> CC1=C(C(=O)OCCC#N)C(c2cc3c(cc2Br)OCO3)NC(=O)N1 (stereo unspecified)
→ ? | nt
> CCCCCc1ccc(-c2ccc(/C=C/C(=O)O)cc2)nc1
→ ? | nt
> NS(=O)(=O)c1cccc(NC(=O)COC(=O)c2ccccc2C(=O)c2ccccc2)c1
→ 7% | -5
> COc1ccc(S(=O)(=O)N2CCCC(C(=O)Nc3ccc4c(c3)OCCO4)C2)cc1 (stereo unspecified)
→ ? | nt
> CC1=CC(C)(C)N(C(=O)CSc2nnc(N)s2)c2ccccc21
→ 20% | 10
> CSCCCNC(=S)N(C)CC(=O)Nc1ccc(C)cc1
→ -11% | 16
> COc1ccc(N(CC(=O)NC2CCCC2)C(=O)CCC(=O)Nc2cc(C)on2)cc1
→ ? | nt
> COC(=O)c1sccc1-c1ccc(C(=O)Nc2cccnc2)o1
→ ? | nt
> O=C(O)c1cccc(S(=O)(=O)N2CCCC(c3nc4c(nnn4Cc4ccc(F)cc4)c(=O)[nH]3)C2)c1 (stereo unspecified)
→ i | -12
> O=C(CCc1nc(-c2ccccc2Cl)no1)NCCc1ccccc1
→ ? | nt
> O=C(Nc1nnc(CCS(=O)(=O)c2ccc(Br)cc2)s1)c1ccc([N+](=O)[O-])cc1
→ -11% | -20
> O=C(COCCOCC(=O)N(c1ccccn1)C1CCCCC1)N(c1ccccn1)C1CCCCC1
→ -1% | -8
> CCOc1ccccc1CN1CCN(Cc2ccon2)CC1CCO (stereo unspecified)
→ -6% | 1

Single records (already shown). Screens in order: Lipid storage S3	Lipid storage S3 cell count max
`CCCCCc1ccc(-c2ccc(/C=C/C(=O)O)cc2)nc1` in the list: ?	nt
`O=C(COCCOCC(=O)N(c1ccccn1)C1CCCCC1)N(c1ccccn1)C1CCCCC1` in the list: -1%	-8
`CCOc1ccccc1CN1CCN(Cc2ccon2)CC1CCO` (stereo unspecified) in the list: -6%	1
`COc1ccc(S(=O)(=O)N2CCCC(C(=O)Nc3ccc4c(c3)OCCO4)C2)cc1` (stereo unspecified) in the list: ?	nt
`COc1cc2[nH]c(=S)n(Cc3ccc(C)o3)c(=O)c2cc1OC` in the list: -24%	4

Other structures follow:
Each structure is followed by: Lipid storage S3 | Lipid storage S3 cell count max
> Cc1ccc(C(=O)C2CCOC(C)(C)C2)cc1 (stereo unspecified)
→ 15% | 7
> COc1cc(NC(=O)Cn2cnc3sc(C)c(S(=O)(=O)N4CCOCC4)c3c2=O)cc(OC)c1OC
→ ? | nt
> COc1ccc(CN2CCN(Cc3ccc(Br)cc3)CC2)c(OC)c1OC
→ ? | nt
> Cc1coc2cc3oc(=O)c(CCC(=O)O)c(C)c3cc12
→ -12% | 12
> Cc1ccc(NC(=O)COC(=O)CCC(=O)c2cccs2)c(Br)c1
→ ? | nt
> Cc1ccc2cc3cc(C(=O)N4CCN(C(=O)c5ccco5)CC4)sc3nc2c1
→ ? | nt
> CC(=O)Nc1ccc(N2CCN(Cc3ccccc3F)CC2)cc1
→ i | nt
> N#Cc1ccc(C(=O)OCc2cccc(S(=O)(=O)N3CCOCC3)c2)cc1
→ ? | nt
> COc1ccc2c(c1OC)C(=O)N(c1ccc(O)cc1)C2
→ i | 23
> CCCCCOc1ccc(C(=O)NCCC(=O)NCCCC(=O)OCC)cc1
→ ? | nt

Screening data from PubChem BioAssay.
